# MOR-DOR ag – agonists of OPRM1-OPRD1 heterodimerization, primary screen, cell-based, luminescence | 0.3% of 340,000 active | activation, % at 9.3 µM | cells; in the data active = activation above about 18%;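 also: 0% = vehicle-treated cells and 100% = reference agonist; values of inactives mirror those of a sister screen read the other way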
# Target sequence (P35372 whole entry, looked up): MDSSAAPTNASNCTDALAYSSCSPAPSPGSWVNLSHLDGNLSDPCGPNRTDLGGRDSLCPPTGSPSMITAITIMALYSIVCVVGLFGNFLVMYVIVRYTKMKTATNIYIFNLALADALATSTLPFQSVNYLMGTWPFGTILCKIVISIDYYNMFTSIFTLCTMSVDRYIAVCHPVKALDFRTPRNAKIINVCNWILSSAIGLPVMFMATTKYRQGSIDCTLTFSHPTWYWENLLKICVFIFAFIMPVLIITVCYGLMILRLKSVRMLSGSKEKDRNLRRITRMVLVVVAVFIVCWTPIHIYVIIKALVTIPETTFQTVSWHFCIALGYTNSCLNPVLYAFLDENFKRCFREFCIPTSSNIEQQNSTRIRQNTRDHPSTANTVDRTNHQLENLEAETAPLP
# Target sequence (P41143 whole entry, looked up): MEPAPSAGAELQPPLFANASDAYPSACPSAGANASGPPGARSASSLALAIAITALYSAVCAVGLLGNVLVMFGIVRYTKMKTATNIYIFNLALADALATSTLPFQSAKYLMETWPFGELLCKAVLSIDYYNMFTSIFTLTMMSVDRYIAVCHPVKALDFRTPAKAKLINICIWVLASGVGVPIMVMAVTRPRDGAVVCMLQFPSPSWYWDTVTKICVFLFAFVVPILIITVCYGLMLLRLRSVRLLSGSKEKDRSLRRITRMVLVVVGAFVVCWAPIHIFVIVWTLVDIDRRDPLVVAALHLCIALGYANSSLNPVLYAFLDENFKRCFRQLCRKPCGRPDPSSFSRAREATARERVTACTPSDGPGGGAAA
# AddAB inh – growth inhibition of E. coli expressing H. pylori AddAB, primary screen, AddAB inhibitor project, absorbance | inhibition, % at 11.9 µM | 0.29% of 330,000 active; in the data active = inhibition above about 12%;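 also: 0% = vehicle wells of infected cells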
# PfHsp90 yeast 2 – growth inhibition of PfHsp90-expressing yeast, primary screen, antimalarial PfHsp90 inhibitor project, S. cerevisiae, BacTiter-Glo luminescence, single point, set 2; inhibition, % at 9.4 µM; 0.32% of 310,000 active; AID 504621, 2011; BacTiter-Glo ATP, 48 h; yeast lacking PDR1 and PDR3 efflux regulators;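 active = every replicate shows inhibition above about 80%, whatever the replicate mean, limit read from the data; inconclusive = mean inhibition reaches the set limit but some replicate falls short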;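 also: 0% = DMSO neutral controls and 100% = 20 µM radicicol positive controls; yeast relying on Plasmodium falciparum Hsp90 in place of its own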
# MOR-DOR inv ag – inverse agonists of MOR-DOR heterodimerization, primary screen, cell-based, luminescence. 0.21% of 340,000 active. Mu-type opioid receptor (Homo sapiens) + Delta-type opioid receptor (Homo sapiens), …. inhibition, % at 9.3 µM. cell-based MOR-DOR heterodimer luminescence, inverse agonism; in the data active = inhibition above about 22%, passing the limit was not always enough;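 also: 0% = cells with DMSO and 100% = wells without cells with DMSO; values of inactives mirror those of a sister screen read the other way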
# Tat transport – E. coli Tat export inhibitors, primary screen, MC4100, TorA-mCherry reporter, fluorescence, single point. inhibition, % at 10 µM. 0.036% of 340,000 active. AID 488895, 2010;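 active = mean replicate inhibition at least 50% and at least half of replicates individually reaching 50%; inconclusive = only one of the two criteria met; inactive = neither criterion met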;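 also: exported cargo escapes ClpAP degradation while cytoplasmic cargo is degraded and loses fluorescence; 0% = median of neutral control wells and 100% = median of NaSCN control wells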
# phage Ecoli inh – growth loss of phage-infected E. coli, primary screen, RecBCD inhibitor project, absorbance, with phage, HTS; inhibition, % at 11.9 µM; 0.26% of 360,000 active; AID 651602, 2012; in the data active = inhibition above about 11%
# PKA-R1A activ – activators of PKA-R1A holoenzyme, primary screen, biochemical, fluorescence polarization, Cy5-IP20, bovine R1A, mouse PKAc | activation, % at 11.4 µM | 0.083% of 340,000 active | PKA-R1A dissociation; scaled: DMSO 0%, 113 µM cGMP 100%;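 active = percent activation above the mean of all tested compounds plus 3 SD, cut at about 19% in these data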;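 also: higher means more PKAc released from R1A so a rise in polarization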
# DSG3 Ab inh – inhibitors of pemphigus antibody binding to DSG3, primary screen, biochemical, bead-based, flow cytometry, scFv-GFP. Desmoglein-3 (Homo sapiens), P32926. binding (percent of control), % at 10 µM. 0.48% of 310,000 active. DSG3-coupled beads, scFv-anti-DSG3-GFP binding; stronger effect = lower value;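 active = binding more than 3 SD below its plate's average and above zero; inconclusive = below that plate limit but binding exactly zero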;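 also: hits lower antibody fragment binding to DSG3; some compounds called inactive have numbers as strong as hits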
# Arr AP2 block – inhibitors of beta-arrestin/AP2 binding, primary screen, biochemical, GPCR trafficking, flow cytometry. FITC-arrestin peptide / GST-AP2 beads; AP2 beta2 appendage carries R879A mutation. 0.31% of 340,000 active. inhibition, % at 10 µM. beta-arrestin 1 C-terminal peptide binding to AP2 beta2-adaptin appendage (human);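 active = inhibition above a set limit, near 3 SD of compounds lacking own fluorescence, cut at about 54% in these data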;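 also: plate controls were DMSO wells for no effect and 5 µM unlabelled arrestin peptide for full effect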
#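 System: GST-AP2 R879A glutathione beads; medium: PBS, Tween 20 0.05%, BSA 0.1%; reagent: fluorescein-tagged arrestin peptide at 50 nM final; schedule: pre-incubation 12 min, peptide binding 1 h, room temperature; detection: flow cytometry, FL1 (488/535 nm); read-out: inhibition as reduced fluorescein signal on beads, percent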
# Ecoli viability – E. coli V3065 growth inhibition, primary screen, counter-screen for AddAB inhibitor project, absorbance, OD600 | 18 h | 0.27% of 330,000 active | inhibition, % at 11.9 µM | AID 449728, 2010;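 active = inhibition above the campaign's mean inhibition across all tested compounds plus 3 SD, cut at about 9.9% in these data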;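 also: uninfected addAB+ strain grown without phage in ampicillin broth; 0% = DMSO wells and 100% = ciprofloxacin 0.95 µg/ml wells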
# Mot1-301 SUMO – yeast Mot1-301 growth rescue at high temperature, primary screen, SUMOylation pathway inhibitor project, S. cerevisiae, ATP luminescence, 38.5C; S. cerevisiae Mot1-301 growth rescue; percent above DMSO median, 100 means doubled; growth rescue, % at 18.8 µM; 1% of 320,000 active;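 active = every valid replicate shows activation above 250% relative to neutral control wells; inactive = the rest, any valid replicate at or below 250%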;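 also: OY570 slx delta 5 strain wells were the positive control but not used for scaling; some compounds called inactive have numbers as strong as hits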
# Active calls of the source: *; ? = inconclusive; · = no result given. Compounds as they come; overall some 2.8% were active at least once.
1) Cc1ccc2cc(C=O)c(N3CCOCC3)nc2c1C
2) COc1ccc(-n2c(NN)nc3sc4c(c3c2=O)CCCC4)cc1
3) COc1ccc(OC)c2sc(NC(=O)CCSc3ccccc3)nc12
4) CCc1nc(Nc2ccccc2O)c2oc3ccccc3c2n1
5) CCOC(=O)C(NC(=O)c1ccc(OC)cc1)(N1CCOCC1)C(F)(F)F (stereo not drawn)
6) NC(=S)N/N=C/c1ccccc1[N+](=O)[O-]

Assay by compound,1,2,3,4,5,6
MOR-DOR ag,-7.8,-1.9,3.1,-1.8,0.0,-1.5
AddAB inh,1.3,3.6,-1.6,·,-1.3,2.9
PfHsp90 yeast 2,-13,·,-15,12,·,21
MOR-DOR inv ag,36*,9,-18,8,0,8
Tat transport,5,3,5,-7,7,5
phage Ecoli inh,0.4,0.7,1.1,1.0,2.8,4.6
PKA-R1A activ,-3,-15,-17,-6,2,-4
DSG3 Ab inh,100,121,95,97,102,99
Arr AP2 block,43,6,-1,-2,-17,28
Ecoli viability,-0.6,1.3,1.5,·,-4.9,-0.9
Mot1-301 SUMO,-2,299,22,375,-7,-4

7) CS(=O)(=O)N(CC(=O)N1CCCC1)c1ccc(Cl)cc1
8) O=C(Nc1nnc(C(F)(F)F)s1)c1c(F)cccc1F
9) O=c1/c(=C/c2ccco2)sc2n1CN(c1cccc(Br)c1)CN=2
10) CN(C)/C=N/c1ncc(C(=O)c2ccc3ccccc3c2)s1
11) CCCN1CCC(=NNc2ccc(S(N)(=O)=O)cc2[N+](=O)[O-])CC1
12) CCOC(=O)CSc1nc2c(c(=O)[nH]c(=O)n2C)n1CCc1ccccc1

Assay by compound,7,8,9,10,11,12
MOR-DOR ag,-1.0,-2.3,-0.1,0.8,-1.5,-5.2
AddAB inh,1.5,1.6,-0.8,0.2,2.9,1.7
PfHsp90 yeast 2,-9,-5,-3,·,·,-13
MOR-DOR inv ag,5,12,1,-4,7,22
Tat transport,-2,6,7,2,3,-8
phage Ecoli inh,4.3,4.5,1.4,2.2,2.0,-0.2
PKA-R1A activ,4,-3,-8,8,-11,-1
DSG3 Ab inh,112,94,91,96,112,102
Arr AP2 block,0,-7,2,7,-14,-1
Ecoli viability,-1.5,0.8,-1.1,2.0,0.4,-0.7
Mot1-301 SUMO,3,175,-19,2,-4,7

13) CCC(=O)Nc1ccc(NC(=O)CSc2nnnn2-c2ccc(OC)cc2)cc1
14) CC1(C(=O)O)CCC(C(=O)NNC(=O)c2ccccc2Cl)C1(C)C (stereo not drawn)
15) N#CCCN1CCN(S(=O)(=O)c2ccc(S(=O)(=O)N3CCCC3)cc2)CC1
16) COCCn1cnc2c1c(=O)n(CC(=O)Nc1cc(C)on1)c(=O)n2Cc1ccccc1
17) CC(=C\C(=O)O)/C(=C/c1ccc(C)o1)C(=O)O
18) CC(C)NCCCOc1ccc(Cl)cc1Br

Assay by compound,13,14,15,16,17,18
MOR-DOR ag,-2.6,·,-2.2,-0.5,-1.8,-0.7
AddAB inh,3.0,-0.2,4.3,2.4,0.2,1.7
PfHsp90 yeast 2,-23,·,-26,6,28,3
MOR-DOR inv ag,13,·,11,3,9,4
Tat transport,-4,·,-2,21,-3,-21
phage Ecoli inh,0.4,1.0,2.0,2.6,3.8,1.7
PKA-R1A activ,-5,·,4,4,1,11
DSG3 Ab inh,117,103,113,110,113,95
Arr AP2 block,7,-2,-1,-7,5,-5
Ecoli viability,-2.2,0.0,1.0,-3.9,0.0,3.0
Mot1-301 SUMO,2,-4,15,-10,-5,-14

19) COCC(=O)Nc1cc([N+](=O)[O-])ccc1OC
20) CCCSc1nc(SCC(=O)NCc2ccccc2)c2c3c(sc2n1)COC(C)(C)C3
21) O=C(NNC(=O)C1CCN(S(=O)(=O)c2ccccc2C(F)(F)F)CC1)c1ccccc1O
22) C=CCn1c(SC2CCOC2=O)nc2sc(CC)cc2c1=O (stereo not drawn)
23) N#Cc1ccc(C23CC4(C2)[C@H](CN(CC2CCCCC2)[C@@H]4c2ccccc2)C3c2ccc(Cl)nc2)cc1 (stereo partly drawn)
24) Cc1c(C(=O)N(C)C)c2ccc(Cl)cc2n1O

Assay by compound,19,20,21,22,23,24
MOR-DOR ag,-1.6,-2.3,-3.0,-1.7,-3.2,4.8
AddAB inh,4.8,1.9,14*,3.8,-0.3,-0.5
PfHsp90 yeast 2,-5,-11,·,-10,·,-5
MOR-DOR inv ag,8,12,15,8,18,-35
Tat transport,1,11,-24,-3,-3,6
phage Ecoli inh,-2.2,1.9,8.8,3.7,1.3,0.5
PKA-R1A activ,3,-7,9,6,-4,2
DSG3 Ab inh,·,·,101,100,104,94
Arr AP2 block,13,-2,2,-7,6,1
Ecoli viability,2.4,3.1,9.6,-0.4,1.2,-4.2
Mot1-301 SUMO,-5,-17,8,-20,-10,2

25) COc1cc(CC(NC(C)=O)C(=O)NC2CCN(C(=O)c3ccc(C)cc3)CC2)cc(OC)c1 (stereo not drawn)
26) Cc1ccccc1C(=O)NNC(=O)CN1C(=O)c2ccccc2C1=O
27) CCOC(=O)C1=CN(Cc2cccc(F)c2)S(=O)(=O)N(C)C1c1ccc(F)c(Cl)c1 (stereo not drawn)
28) O=S(=O)(Nc1ccccc1)c1ccc(Oc2ncc(C(F)(F)F)cc2Cl)cc1
29) CCc1nnc(NC(=O)CCC(=O)Nc2ccc(Cl)cc2)s1
30) CCCOP(=O)(c1ccccc1)c1ccccc1

Assay by compound,25,26,27,28,29,30
MOR-DOR ag,-3.0,-1.2,-0.6,17,-2.2,0.5
AddAB inh,5.8,2.0,1.4,-2.8,2.9,1.6
PfHsp90 yeast 2,3,18,-9,9,1,-15
MOR-DOR inv ag,16,8,4,-92,11,-3
Tat transport,-4,-9,-2,16,0,-6
phage Ecoli inh,0.8,3.3,-1.2,2.2,0.9,2.9
PKA-R1A activ,8,5,2,-3,-7,-11
DSG3 Ab inh,98,91,96,102,103,114
Arr AP2 block,28,-9,0,-6,35,13
Ecoli viability,-1.3,-1.7,0.7,0.0,0.1,-1.1
Mot1-301 SUMO,111,479,·,-4,5,-7

31) C/C(=N/NC(=O)C1CC1(c1ccccc1)c1ccccc1)c1ccco1 (stereo not drawn)
32) O=C(NCCS(=O)(=O)N1CCN(c2ccc(F)cc2)CC1)c1ccco1
33) Cc1cc(NC(=O)C(Cl)c2ccccc2)no1 (stereo not drawn)
34) COc1ccc(C(=O)NC(=S)NNC(=O)c2ccc(NC(=O)C(C)C)cc2)cc1
35) COc1ccc(OC)c(NC(=O)c2nc(S(=O)(=O)Cc3ccccc3)ncc2Cl)c1
36) O=C(Nc1ccccc1Br)C1CCN(S(=O)(=O)c2cccs2)CC1

Assay by compound,31,32,33,34,35,36
MOR-DOR ag,2.1,-1.5,-2.5,-4.3,-2.2,-0.3
AddAB inh,2.5,1.0,0.4,-1.5,0.8,3.8
PfHsp90 yeast 2,9,22,-8,-8,100*,-21
MOR-DOR inv ag,-11,10,13,26,12,1
Tat transport,-1,8,2,-22,-3,-9
phage Ecoli inh,2.3,2.7,-1.9,-6.1,-0.7,3.9
PKA-R1A activ,-10,-20,4,13,-10,-9
DSG3 Ab inh,99,103,119,95,100,97
Arr AP2 block,-11,-1,-2,3,20,-4
Ecoli viability,3.6,1.1,-3.0,-4.3,-0.1,1.8
Mot1-301 SUMO,39,-8,3,-24,23,4

37) COc1ccc(-c2[nH]ncc2CNCC(C)(C)N2CCOCC2)cc1F
38) Cc1cc(C)n(CCSCC(=O)O)n1
39) Nc1c(C(=O)Nc2ccccc2)c2nc3ccccc3nc2n1-c1ccc(O)cc1
40) CCCn1nnc(NC(=O)c2ccco2)n1
41) CCN(CC)S(=O)(=O)c1cc(C(=O)N=c2sccn2C)ccc1OC
42) CC(C)(C)c1ccc(S(=O)(=O)N2CCSC2)cc1

Assay by compound,37,38,39,40,41,42
MOR-DOR ag,-1.1,-2.1,3.6,-1.3,1.6,3.0
AddAB inh,1.2,-0.3,0.3,0.9,5.0,-0.2
PfHsp90 yeast 2,-3,-16,9,7,0,-19
MOR-DOR inv ag,6,12,-18,7,-8,-16
Tat transport,3,-4,5,-2,-2,?
phage Ecoli inh,4.7,1.0,1.7,2.5,1.2,1.3
PKA-R1A activ,1,-5,4,-2,-9,-2
DSG3 Ab inh,95,99,80,99,·,90
Arr AP2 block,15,31,17,6,15,5
Ecoli viability,0.3,0.1,0.3,-0.8,-0.6,-2.4
Mot1-301 SUMO,-9,3,704,4,252,8

43) COc1ccccc1C(=O)Nc1nnc(SCC(=O)Nc2ccc3c(c2)oc2ccccc23)s1
44) C=C(C(=O)O)C(CCCCCC)C(=O)O (stereo not drawn)
45) O=C(NCc1nnc(SCc2ccccc2)n1-c1ccc(F)cc1)C12CC3CC(CC(C3)C1)C2
46) CC(=O)c1ccc(OCC(=O)NC(=O)NC2CCCCC2)cc1
47) COc1ccc(C(C)=O)cc1CSc1nc2cc(C(=O)O)ccc2c(=O)n1Cc1ccccc1
48) Cc1cc(=O)oc2cc(OCC(=O)N3CCc4ccccc4C3)ccc12
49) CCC(NC(=O)Nc1ccc(O)cc1)(C(F)(F)F)C(F)(F)F

Assay by compound,43,44,45,46,47,48,49
MOR-DOR ag,-2.8,-1.5,-0.1,-2.0,-0.8,-0.4,5.9
AddAB inh,-0.9,2.9,5.3,1.0,0.3,1.0,1.2
PfHsp90 yeast 2,-1,6,-4,10,-33,-33,10
MOR-DOR inv ag,17,8,1,10,5,2,-25
Tat transport,-2,5,15,18,-1,-1,-9
phage Ecoli inh,1.5,1.3,2.8,3.0,2.1,0.1,1.1
PKA-R1A activ,-9,-8,-7,0,2,1,-7
DSG3 Ab inh,92,96,102,·,97,103,·
Arr AP2 block,31,8,-20,-2,16,6,-2
Ecoli viability,-0.5,0.3,3.3,-1.8,0.1,1.0,-4.8
Mot1-301 SUMO,0,-2,-7,301,-37,9,-4

# From PubChem
